PfHsp90 yeast 2 = growth inhibition of PfHsp90-expressing yeast, primary screen, antimalarial PfHsp90 inhibitor project, S. cerevisiae, BacTiter-Glo luminescence, single point, set 2 | BacTiter-Glo ATP, 48 h; yeast lacking PDR1 and PDR3 efflux regulators | inhibition, % at 9.4 µM | 310,000 compounds, 0.32% hits;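 active means every replicate shows inhibition above about 80%, whatever the replicate mean, limit read from the data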;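 further: 0% = DMSO neutral controls and 100% = 20 µM radicicol positive controls; yeast relying on Plasmodium falciparum Hsp90 in place of its own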
DAGLB inh = DAGLB lipase inhibitors, primary screen, biochemical, fluorescence, HTS; Diacylglycerol lipase-beta (Homo sapiens), Q8NCG7; HEK293T DAGLB membrane lysate, EnzChek fluorogenic substrate; inhibition, % at 5.17 µM; 340,000 compounds, 0.059% hits; AID 504411, 2011; in the data active means inhibition above about 34%;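 further: 0% = enzyme with vehicle and 100% = wells lacking enzyme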
Target sequence (Q8NCG7 whole entry, looked up): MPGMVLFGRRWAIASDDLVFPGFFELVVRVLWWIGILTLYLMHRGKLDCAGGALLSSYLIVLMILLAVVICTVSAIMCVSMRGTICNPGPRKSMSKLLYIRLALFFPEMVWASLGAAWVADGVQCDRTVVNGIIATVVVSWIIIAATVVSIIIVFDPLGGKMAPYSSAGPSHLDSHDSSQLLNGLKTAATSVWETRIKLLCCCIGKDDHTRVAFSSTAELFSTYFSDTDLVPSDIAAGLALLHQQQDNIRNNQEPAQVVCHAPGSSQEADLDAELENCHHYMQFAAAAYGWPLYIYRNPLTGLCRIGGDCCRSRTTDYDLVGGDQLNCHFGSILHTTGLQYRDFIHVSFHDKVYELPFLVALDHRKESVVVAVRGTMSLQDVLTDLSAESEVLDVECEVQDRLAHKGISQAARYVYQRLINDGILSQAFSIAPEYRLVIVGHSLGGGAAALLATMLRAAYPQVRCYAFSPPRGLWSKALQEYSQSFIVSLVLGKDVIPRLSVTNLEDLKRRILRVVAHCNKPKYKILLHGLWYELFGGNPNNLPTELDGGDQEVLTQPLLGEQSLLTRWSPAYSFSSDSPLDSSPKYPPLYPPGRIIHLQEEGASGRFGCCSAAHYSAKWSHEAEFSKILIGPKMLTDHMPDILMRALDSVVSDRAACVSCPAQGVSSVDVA
Wnt bcat act = Wnt/beta-catenin pathway activators, primary screen, cell-based, plate reader, single point; Wnt/beta-catenin reporter cell assay, activator; activation, % at 9.35 µM; 300,000 compounds, 1.2% hits; AID 743398, 2014; in the data active means activation above about 30%, passing the limit was not always enough;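 further: 0% = neutral control wells and 100% = positive control wells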
phage Ecoli inh = growth loss of phage-infected E. coli, primary screen, RecBCD inhibitor project, absorbance, with phage, HTS; inhibition, % at 11.9 µM; 360,000 compounds, 0.26% hits; AID 651602, 2012; in the data active means inhibition above about 11%
Ecoli viability = E. coli V3065 growth inhibition, primary screen, counter-screen for AddAB inhibitor project, absorbance, OD600; 18 h; inhibition, % at 11.9 µM; 330,000 compounds, 0.27% hits;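 active means inhibition above the campaign's mean inhibition across all tested compounds plus 3 SD, cut at about 9.9% in these data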;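 further: uninfected addAB+ strain grown without phage in ampicillin broth; 0% = DMSO wells and 100% = ciprofloxacin 0.95 µg/ml wells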
Rtt109 Vps75 = inhibitors of C. albicans Rtt109/Vps75 HAT, primary screen, biochemical, ThioGlo CoA-SH fluorescence, plate reader; purified Rtt109/Vps75, 4 h; AID 540336, 2011; 330,000 compounds, 0.16% hits; inhibition, % at 34.9 µM; Histone acetyltransferase RTT109 (Candida albicans (strain SC5314 / ATCC MYA-2876)), …;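 active means inhibition of at least 50% in every replicate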
Target sequence (Q5AAJ8 whole entry, looked up): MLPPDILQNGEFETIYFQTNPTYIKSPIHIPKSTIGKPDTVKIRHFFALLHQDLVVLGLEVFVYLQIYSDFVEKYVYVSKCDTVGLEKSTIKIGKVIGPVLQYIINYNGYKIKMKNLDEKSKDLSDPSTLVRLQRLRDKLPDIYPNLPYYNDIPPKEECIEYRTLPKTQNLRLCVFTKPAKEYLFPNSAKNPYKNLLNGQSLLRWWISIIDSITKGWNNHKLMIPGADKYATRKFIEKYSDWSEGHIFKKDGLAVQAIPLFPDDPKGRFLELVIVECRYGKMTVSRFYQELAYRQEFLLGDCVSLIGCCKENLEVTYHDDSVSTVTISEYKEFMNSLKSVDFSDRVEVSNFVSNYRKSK
CAL PDZ inh = CAL PDZ peptide-binding inhibitors, primary screen, biochemical, fluorescence polarization, Cer-tagged CAL PDZ, HTS | purified CAL PDZ, TMR-peptide fluorescence polarization, 1 h | inhibition, % at 20 µM | 330,000 compounds, 0.02% hits | Golgi-associated PDZ and coiled-coil motif-containing protein (Homo sapiens), Q9HD26;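 active means highest replicate inhibition of at least 40%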;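 further: plate controls were DMSO neutral control wells for no effect and unlabeled competitor peptide control wells for full effect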
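Read-out basis: mP drop reported as inhibition | Assay system: Tagged CAL PDZ protein CerCALP, purified | Benchmarks: Unlabelled peptide for full inhibition, DMSO wells as neutral | Schedule: 1 h incubation at room temperature before polarization reading | Buffer or medium: Sodium phosphate/NaCl buffer pH 7.4 with TCEP, IgG, Thesit | Doses: Single point, 20 µM | Measured by: Fluorescence polarization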
AddAB inh = growth inhibition of E. coli expressing H. pylori AddAB, primary screen, AddAB inhibitor project, absorbance | inhibition, % at 11.9 µM | AID 435030, 2010 | 330,000 compounds, 0.29% hits; in the data active means inhibition above about 12%;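 further: 0% = vehicle wells of infected cells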
PvdQ inh = P. aeruginosa PvdQ acylase inhibitors, primary screen, biochemical, fluorescence, plate reader and imaging, single point. purified PvdQ acylase. AID 488965, 2010. inhibition, % at 10 µM. PvdQ acylase [Pseudomonas aeruginosa LESB58]. 340,000 compounds, 0.063% hits; in the data active means inhibition above about 30%, passing the limit was not always enough;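 further: 0% = vehicle neutral wells and 100% = reference inhibitor wells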
Tat export inh = E. coli Tat export inhibitors, primary screen, MC4100, TorA-mCherry reporter, fluorescence, single point; inhibition, % at 10 µM; 340,000 compounds, 0.036% hits;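 active means mean replicate inhibition at least 50% and at least half of replicates individually reaching 50%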;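 further: exported cargo escapes ClpAP degradation while cytoplasmic cargo is degraded and loses fluorescence; 0% = median of neutral control wells and 100% = median of NaSCN control wells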
Active calls of the source: *; . = no result given; & = joins results of further samples. Compounds were not picked by outcome. Share with any hit: about 1.9%.

SMILES | PfHsp90 yeast 2 | DAGLB inh | Wnt bcat act | phage Ecoli inh | Ecoli viability | Rtt109 Vps75 | CAL PDZ inh | AddAB inh | PvdQ inh | Tat export inh
CC(=O)N1CCC2(CC1)CC(=O)c1cc(Cl)ccc1O2 | -8.8 | -0.6 | -1.0 | 1.6 | 0.7 | 13.1 | 0.6 | 1.9 | 0.4 | -5.5
COc1ccc(OC)c(/C=N/NC(=O)c2cc(-c3ccc(C)o3)nc3ccccc23)c1 | -32.2 | -2.5 | . | 2.5 | 0.9 | -18.7 | -1.9 | -0.7 | -6.4 | -7.1
Cc1cc(CNC(=O)COc2ccc(C)c(C)c2)c2ccccc2n1 | . | -1.0 | -0.1 | 3.2 | 0.1 | -4.7 | -0.1 | 2.2 | -5.8 | -2.7
COc1ccc(CNC(=O)c2cc(C)nn2-c2ccccc2)cc1 | -11.2 | -3.5 | 1.3 | 2.9 | 0.3 | -5.7 | -1.2 | 0.8 | -5.5 | -3.0
Cc1cc(C)cc(OCCCCn2cncn2)c1 | 5.3 | -2.6 | -1.6 | -0.6 | -1.9 | -9.6 | 0.1 | 2.9 | 2.7 | 6.7
COCCCn1c(=N)c(C(=O)NCC2CCCO2)cc2c(=O)n3ccccc3nc21 (configuration not stated) | -12.7 | -0.2 | . | 2.1 | 0.1 | 0.5 | -1.2 | -2.4 | -8.7 | -7.3
CCOC(=O)CC(=O)CSC1=C(C#N)C(c2ccccc2OC)CC(=O)N1 (configuration not stated) | -1.3 | 0.5 | . | 0.5 | -1.9 | -0.6 | -0.3 | 2.0 | -10.6 | 4.7
c1cnc2c(c1)ncc1cscc12 | -21.4 | -2.3 | -3.2 | 6.0 | 2.4 | . | -0.6 | 0.4 | -10.6 | -6.9
COc1ccccc1-n1c(C)nnc1SCC(N)=O | . | 0.2 | . | 1.2 | -1.0 | -11.0 | -0.4 | 1.5 | -5.9 | -7.2
CCC(C)(C)C1CCC2(CC1)NC(=O)N(CC(=O)NCCc1ccc(OC)c(OC)c1)C2=O (configuration not stated) | -31.7 | 1.2 | -4.5 | -1.6 | 0.2 | 14.3 | -0.4 | 4.7 | -3.6 | -10.2
CCCS(=O)(=O)N1CCN(c2ccccn2)CC1 | 2.1 | -0.1 | . | 2.9 | 1.6 | 8.3 | 0.0 | 2.4 | -8.1 | 4.9
CCc1ccc(NS(=O)(=O)c2ccc(OC)c3ncccc23)cc1 | -35.9 | 2.1 | -1.6 | 0.1 | 1.4 | 11.3 | 0.2 | 1.1 | -2.3 | -0.1
CSc1cccc(NC(=O)CNC(=O)C2CCCCC2)c1 | -11.4 | -1.3 | 1.4 | 2.0 | -0.1 | -2.8 | -2.6 | 1.3 | 3.3 | -6.1
O=C1CC(N2CCOCC2)C(=O)N1c1ccccc1Cl (configuration not stated) | -5.0 | 0.9 | . | 2.4 | -0.1 | -11.4 | 0.0 | 0.8 | -11.6 | -10.5
CN(N=C(c1ccccc1)c1ccccc1)c1ccccc1 | -39.4 | -4.3 | -3.7 | 0.1 | . | -6.9 | 0.8 | . | -15.7 | -6.2
Cc1cc(C)n2nc(C(=O)Nc3nccs3)nc2n1 | 4.4 | 1.0 | . | 2.4 | 0.8 | -10.4 | 0.1 | -3.0 | 3.4 | -3.1
COc1ccc(N(CC(=O)NCCc2cccc(C)c2)S(=O)(=O)c2c(C)noc2C)cc1 | -4.9 | -2.0 | . | . | -2.8 | -2.7 | -2.5 | 0.0 | -2.2 | -1.2
CN(C)c1ccc(NC(=O)CN2CCN(CC(=O)Nc3ccc(F)cc3)CC2)cc1 | . | 1.2 | . | 1.8 | -2.9 | -1.2 | -0.1 | -0.4 | -14.5 | -0.9
S=C(Nc1ccc(Cl)cc1)NC1CC2CCC(C1)N2Cc1ccccc1 (configuration not stated) | -13.8 | 0.7 | 7.8 | 7.9 | 2.0 | 0.2 | . | 8.7 | 9.6 | -0.4
O=[N+]([O-])c1ccc(/C=C/c2ccncc2)cc1 | 14.7 | -0.8 | 2.1 | 0.0 | 1.3 | -4.6 | 0.8 | 1.2 | -2.2 | 5.5
COc1ccccc1NS(=O)(=O)c1cccc(NC(=O)c2nc3nc(C)cc(C)n3n2)c1 | 18.0 | -2.4 | -2.0 | 0.5 | 0.0 | -5.3 | -0.7 | 2.6 | -12.4 | 5.5
COc1ccc(NC(=O)CSc2nnnn2C2CC2)cc1S(=O)(=O)N1CCOCC1 | . | -0.4 | -0.8 | 2.8 | -3.5 | 1.1 | 0.3 | -2.0 | -3.4 | -0.2
CS/C(=N\S(=O)(=O)c1cccs1)NC(=O)CSc1nc2ccccc2s1 | -6.0&-22.1 | 7.8&13.5 | -3.6 | -0.2 | 0.3 | 4.5&9.8 | -2.9&-0.8 | 1.8 | -7.9&-2.3 | -1.7&1.6
Cc1ccc(C(=O)NCc2ccccc2)cc1Br | -0.9 | -4.2 | -4.3 | 1.0 | 1.4 | 1.9 | -0.4 | 2.6 | -4.5 | 10.1
COc1ccc(/C=C2\N=C(C)OC2=O)cc1OC | 2.1 | -0.7 | 0.8 | -1.8 | -3.3 | 6.1 | 0.0 | -1.1 | -13.6 | -16.9
COC(=O)c1ccc(Cl)c(NC(=O)CN2CCN(Cc3ccccc3)CC2)c1 | -16.4 | -3.4 | -1.4 | 0.1 | -0.5 | -2.8 | -1.9 | 3.5 | -13.4 | -3.3
CCN(C(=O)CSc1ncnc2sc(C)c(C)c12)C1CCS(=O)(=O)C1 (configuration not stated) | 0.9 | 2.7 | -2.4 | 0.5 | -0.9 | 2.4 | -0.2 | 2.5 | -2.8 | 1.7
O=C(CN1CCCCC1)Nc1ccc(NC(=O)c2ccccc2Cl)cc1Cl | -31.4 | -4.3 | -0.7 | 5.1 | 0.2 | 47.3 | -2.0 | 0.9 | 5.2 | -3.8
O=C(CCc1nnc(Cc2ccc(-c3ccccc3)cc2)o1)NCCc1ccccn1 | . | -1.2 | 0.3 | 0.8 | 1.6 | 20.6 | -3.5 | 3.7 | -3.0 | 8.7
O=C(CCCC(=O)OCC(F)(F)C(F)F)Nc1nccs1 | 1.2 | 3.6 | . | 2.5 | -1.4 | 4.7 | 0.2 | -2.3 | -3.9 | 8.5
COc1ccc(C(=O)NNC(=O)Cc2ccc(Cl)cc2)cc1 | -8.4 | -5.0 | -0.8 | 3.6 | -0.6 | -2.1 | -0.6 | -1.2 | -9.3 | -7.2
O=C(CSc1nccn1Cc1ccccc1)Nc1nccs1 | 11.2 | 0.6 | . | 3.6 | -1.4 | 0.7 | -0.6 | 0.5 | -4.4 | 5.9
CCOc1ccccc1C(=O)NCC(=O)NCC1CCCCC1 | 6.5 | -0.6 | -3.2 | 0.9 | 0.3 | -6.9 | -2.0 | 1.7 | -4.9 | -5.8
O=C(NCc1cccs1)C1CCCN1C(=O)NC1CCCCC1 (configuration not stated) | 18.0 | 0.3 | 24.8 | 0.5 | 0.1 | 0.3 | 0.4 | 2.9 | -5.2 | -2.2
Cc1ccc2nc(SCC(=O)Nc3cccnc3Cl)[nH]c2c1 | -2.6 | 0.3 | -2.6 | -0.1 | 0.3 | -6.2 | -0.6 | 1.1 | -9.4 | 6.0
CCOc1ccc(NC(=O)CN(C)CC(=O)Nc2ccccc2C#N)cc1OCC | -17.5 | 0.2 | . | 0.6 | -0.6 | 1.6 | -1.4 | 3.0 | -15.9 | 5.5
Cc1ccc(N2CCN(c3ccc(C)cc3)C(CC(=O)O)C2=O)cc1 (configuration not stated) | 28.3 | 2.0 | 14.2 | 2.2 | 1.7 | -1.6 | -0.6 | 4.8 | 5.1 | -15.2
CCCn1c(CC)nc([N+](=O)[O-])c1Sc1ccc(C)cc1 | -108.3 | -1.5 | . | 2.3 | -0.3 | -1.1 | 1.0 | -0.7 | -6.2 | 1.0
C=CCn1cc(C(=O)NCc2ccc(Cl)cc2)c(=O)c2cc(S(=O)(=O)N(CC)CC)ccc21 | 10.9 | 0.0 | 1.3 | 3.0 | -2.6 | 8.0 | 0.0 | 0.5 | 12.3 | -6.5
CSc1nc(O)c(C(c2ccccc2Cl)c2c(O)nc(SC)[nH]c2=O)c(=O)[nH]1 | -7.8 | -0.7 | 4.1 | 2.9 | 3.7 | 7.1 | -1.7 | 2.5 | -27.2 | 2.8
Cc1cccc(Oc2ncnc3onc(C)c23)c1C | 0.1 | -3.7 | 1.9 | 5.0 | 0.4 | 31.1 | -1.7 | 3.3 | 8.4 | -0.1
CC1=C(C(=O)c2ccccc2)C(c2ccc(N3CCOCC3)cc2)NC(=O)N1 (configuration not stated) | 9.5 | -0.6 | -1.6 | 5.3 | 4.3 | 12.1 | 0.0 | 1.4 | 14.4 | -4.6
O=c1nc2ccccc2c(NS(=O)(=O)c2ccccc2)n1-c1ccccc1 | 1.7 | 0.0 | 1.6 | 3.2 | -1.9 | 3.3 | -2.6 | 1.7 | -6.5 | -3.8
O=C(CN1C(=O)/C(=C\C=C\c2ccccc2)SC1=S)Nc1ccc(F)cc1 | -20.8 | 1.7 | -0.9 | 3.6 | -0.7 | 0.2 | -1.1 | 2.1 | -8.0 | -9.4
C=CCN1C(=O)C(CC(=O)Nc2ccc(OCC)cc2)N(Cc2ccccn2)C1=S (configuration not stated) | -32.7 | 1.0 | -1.6 | 1.1 | -0.6 | 0.9 | 0.9 | -0.8 | -2.8 | 26.5
COc1ccc(CCN2CC(C(=O)OCC(=O)NCc3ccccc3Cl)CC2=O)cc1OC (configuration not stated) | -2.5 | -0.8 | 1.3 | 1.7 | . | 1.2 | -1.4 | . | -10.1 | 0.3
O=C(Cn1nc2sc3ccccc3n2c(=O)c1=O)c1cccs1 | . | . | 23.4 | 2.5 | 0.0 | . | . | 3.3 | . | .
COc1ccc(NC(=O)c2ccc(OCC3CCCO3)cc2)cc1OC (configuration not stated) | 9.2 | -2.2 | 10.6 | 2.1 | 1.2 | 6.9 | -0.1 | 0.3 | -6.6 | -3.3
C/C(=C/CCC(C)[C@H]1CC[C@@]2(C)C3=C(CC[C@]12C)[C@@]1(C)CCC(=O)C(C)(C)[C@@H]1CC3)C(=O)O (some centres not stated) | 7.8 | -0.6 | -1.3 | 1.3 | -0.9 | -2.7 | -0.6 | 0.2 | -8.1 | -12.7

Assay outcomes deposited in PubChem BioAssay by several laboratories.
